Screening data deposited in PubChem by several laboratories.
TRPC6 activator = mouse TRPC6 channel activation. B-score at 10 µM. Q61143. actives 0.13% (n = 310,000). AID 2550. HEK293-TRPC6 membrane potential dye fluorescence; active compounds read high;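 active = B-score of the integrated fluorescence ratio above library mean plus 3 SD, and starting fluorescence ratio within library mean plus 5 SD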;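 note: higher score means more depolarization so channel activation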
Target sequence (Q61143 whole entry, looked up): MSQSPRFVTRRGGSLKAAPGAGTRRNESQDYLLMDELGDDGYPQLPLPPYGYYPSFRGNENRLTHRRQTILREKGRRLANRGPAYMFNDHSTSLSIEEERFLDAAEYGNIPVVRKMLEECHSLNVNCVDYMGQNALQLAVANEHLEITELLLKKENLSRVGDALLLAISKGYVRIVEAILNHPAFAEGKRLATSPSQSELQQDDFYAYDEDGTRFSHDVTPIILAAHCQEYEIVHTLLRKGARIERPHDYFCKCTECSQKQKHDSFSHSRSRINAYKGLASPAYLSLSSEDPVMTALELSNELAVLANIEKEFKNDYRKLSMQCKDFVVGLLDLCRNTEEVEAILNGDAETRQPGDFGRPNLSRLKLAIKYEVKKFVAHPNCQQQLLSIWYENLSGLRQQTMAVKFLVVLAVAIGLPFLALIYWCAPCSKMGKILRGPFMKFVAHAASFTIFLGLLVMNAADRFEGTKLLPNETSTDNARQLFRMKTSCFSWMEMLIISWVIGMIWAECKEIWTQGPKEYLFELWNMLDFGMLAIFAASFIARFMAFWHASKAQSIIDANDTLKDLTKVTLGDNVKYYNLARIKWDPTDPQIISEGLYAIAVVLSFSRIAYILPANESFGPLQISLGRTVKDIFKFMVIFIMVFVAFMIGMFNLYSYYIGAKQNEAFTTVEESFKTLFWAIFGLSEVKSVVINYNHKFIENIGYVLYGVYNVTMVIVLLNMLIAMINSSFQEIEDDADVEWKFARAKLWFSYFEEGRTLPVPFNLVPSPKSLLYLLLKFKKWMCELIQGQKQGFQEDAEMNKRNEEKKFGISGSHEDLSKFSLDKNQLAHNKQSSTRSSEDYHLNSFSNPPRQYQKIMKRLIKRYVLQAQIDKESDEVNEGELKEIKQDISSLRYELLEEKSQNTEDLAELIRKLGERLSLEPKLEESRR
TRPC4 agonist = TRPC4 (mouse) channel activation | actives 0.49% (n = 310,000) | B-score at 10 µM | Q9QUQ5 | HEK293 TRPC4beta/mu-opioid, Fluo4 calcium fluorescence; active compounds read high;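 active = B-score above 5 SD of library B-scores, and initial fluorescence ratio not above library mean plus 5 SD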;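 note: positive B-score marks a calcium rise read as TRPC4 activation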
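System – HEK293 cells stably co-expressing mouse TRPC4beta and mu-opioid receptor · Signal – Fluo4 calcium-sensitive dye fluorescence, kinetic, 1 Hz baseline · Benchmarks – buffer (low) and maximal DAMGO (high) · Read-out – B score of integrated fluorescence ratio per well · Incubation – dye loading 45 min room temperature, 110 s kinetic read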
SKKanGAS inh = blocks kanamycin growth of S. pyogenes SKKanGAS strain; BacTiter-Glo, 6 h; inhibition, % at 7.5 µM; actives 1.3% (n = 300,000);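 active = mean replicate score, as percent of positive control median, at least 50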;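 note: strain carries kanamycin resistance gene driven by streptokinase promoter and grows in 40 µg/ml kanamycin; loss of luminescence reflects streptokinase promoter inhibition or plain growth inhibition; 0% = median of DMSO wells and 100% = positive control at its reference dose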
TRPC4 inh = inhibitors of mouse TRPC4 channel; Q9QUQ5; HEK293 TRPC4beta/mu-opioid, DAMGO-evoked Fluo4 calcium flux; active compounds read low; actives 0.39% (n = 300,000); B-score at 10 µM;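 active = B-score over 3 SD under the library average, no early fluorescence shift, positive overall ratio signal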
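System: stable TRPC4beta/mu-opioid receptor HEK293 cells; Dosing: single-point compound dosing; Measured by: Fluo4 Ca2+ flux fluorescence; Read-out basis: per-well B score of integrated baseline-normalized Fluo4 ratio.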
HIF activator = HIF pathway transcriptional activation; activation, % at 7.5 µM (by protocol); actives 0.32% (n = 300,000); U2OS HRE-luciferase reporter, luminescence; normalized: DMSO 0%, desferrioxamine 100%; AID 1910;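 active = mean activation of at least 10% of the iron chelator positive control signal, with at least half of replicates also reaching 10%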
MrgX1 antagonist = human MrgX1 receptor antagonism, primary screen; MRGX1-HEK293 calcium flux, Fluo-4, BAM8-22 antagonism; active compounds read low; actives 1.3% (n = 310,000); AID 588676; B-score at 10 µM; Q96LB2;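 active = calcium-response B-score plate-corrected more than 3 library SD below zero, starting fluorescence within 5 deviations, no agonist response on first addition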;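 note: peak minus trough fluorescence over baseline after final BAM8-22 challenge near maximal dose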
aSyn 5UTR inh = MLPCN primary screen, SNCA 5' untranslated region; alpha-synuclein 5'UTR reporter, inhibitor activity; inhibition, % (tested at 7.5 µM); actives 0.82% (n = 300,000); in the data active = inhibition above about 60%;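 note: H4 neuroglioblastoma cells stably carrying SNCA 5'UTR luciferase fusion; 0% = DMSO wells and 100% = positive control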
KLF5 inh = inhibitors of KLF5 expression; DLD-1 KLF5 promoter-luciferase reporter, luminescence; actives 0.23% (n = 290,000); AID 1700; inhibition, % at 5 µM;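 active = inhibition above a per-plate limit of that plate's mean compound inhibition plus 3 SD, cut at about 60% in these data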;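 note: 0% = DMSO wells and 100% = LY294002 at 200 µM; higher means less KLF5 promoter-driven luciferase light; inactives centre near -14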
TRPC4 potent = TRPC4 (mouse) allosteric potentiation. B-score at 10 µM. actives 0.42% (n = 310,000). Q9QUQ5. HEK293 TRPC4beta/mu-opioid, DAMGO EC20, Fluo-4 Ca2+ flux; active compounds read high;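 active = B-score of calcium response area above 5 SD of library B-scores, with initial fluorescence ratio within 5 SD of library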;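 note: B-score of integrated fluorescence ratio over time as area under calcium response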
TRPC6 inhibitor = mouse TRPC6 channel inhibition. Q61143. HEK293-TRPC6, membrane potential dye, ACh-evoked depolarization; active compounds read low. B-score at 10 µM. actives 1.1% (n = 310,000);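 active = B-score under library mean minus 3 SD, initial fluorescence not abnormally high, positive integrated signal ratio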;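 note: B-score derived from integrated fluorescence ratio over the kinetic read; more negative B-score means stronger inhibition of depolarization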
IEC-6 cytotox = kills IEC-6 intestinal cells in KLF5 counter-screen. IEC-6 cytotoxicity, luminescence viability. inhibition, % at 5 µM. actives 0.78% (n = 290,000). AID 1825; in the data active = inhibition above about 22%;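 note: 0% = plate median of test compound wells and 100% = cytotoxic reference compound wells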
An asterisk follows results filed as active; i = inactive; / = not tested or not shown.

SMILES	TRPC6 activator	TRPC4 agonist	SKKanGAS inh	TRPC4 inh	HIF activator	MrgX1 antagonist	aSyn 5UTR inh	KLF5 inh	TRPC4 potent	TRPC6 inhibitor	IEC-6 cytotox
CC1(C)CC(=O)C(C(C2=C(O)CC(C)(C)CC2=O)c2ccc(O)c([N+](=O)[O-])c2)=C(O)C1	i	i	6	i	0.1	i	0	-19	i	i	-5
COc1ccccc1N1CCN(c2ccc([N+](=O)[O-])nc2)CC1	i	i	-17	i	0.6	i	-29	-43	i	i	2
CS(=O)(=O)c1ccccc1-c1nnc(NC(=O)c2ccco2)o1	i	i	2	i	0.3	i	-3	/	i	i	/
C=CCn1c2ccccc2c2nnc(SCC(=O)Nc3cc(C)on3)nc21	i	i	-4	i	-0.1	i	9	-41	i	i	0
N#Cc1cnn(-c2ncnc3sc(-c4ccccc4)cc23)c1N	i	i	-10	i	0.2	i	-65	0	i	i	-2
C=C(C)CNC(=S)Nc1sc2c(c1C(=O)OCC)CC(C)(C)OC2	i	i	-8	i	-0.5	i	-36	-3	i	i	7
CCN(CC)c1ccc(C=Nc2ccccc2C)c(O)c1	i	i	-6	i	0.5	i	-7	6	i	i	7
CC#CC(=O)NC1CCCN(C2Cc3ccccc3C2)C1 (stereo unspecified)	i	i	2	i	0.4	i	7	-31	i	i	1
CCOCCCNc1nc(C(F)(F)F)nc2c1nnn2Cc1ccccc1Cl	i	i	18	i	-4.1	i	14	-29	i	i	-8
Cc1cc(=O)[nH]c(SCc2cccc(Br)c2)n1	i	i	2	i	-1.0	i	-4	-30	i	i	2

Next part
SMILES	TRPC6 activator	TRPC4 agonist	SKKanGAS inh	TRPC4 inh	HIF activator	MrgX1 antagonist	aSyn 5UTR inh	KLF5 inh	TRPC4 potent	TRPC6 inhibitor	IEC-6 cytotox
COC(=O)c1ccc(COc2ccc(C3C4=C(CCCC4=O)Nc4onc(C)c43)cc2)cc1 (stereo unspecified)	i	i	4	i	-0.2	i	-46	-33	i	i	-3
Cc1ccc(NC2=C(Cl)C(=O)OC2OC(=O)c2ccco2)cc1 (stereo unspecified)	i	i	8	i	0.1	i	-6	-21	i	i	0
CC(C)(C)c1nnc2sc(SCC(=O)c3ccc4c(c3)OCCO4)nn2c1=O	i	i	4	i	2.0	i	-156	-31	i	i	-6
O=C(c1ccco1)N1CCN(c2ncccn2)CC1	i	i	2	i	0.5	i	-12	-14	i	i	5
COc1c(F)c(F)c(C(=O)Nc2ccc(NC(=O)c3ccco3)cc2)c(F)c1F	/	/	-2	/	-0.9	i	-3	-68	/	/	10
Cc1cccnc1NC(=O)C(C)Oc1ccccc1 (stereo unspecified)	i	i	-10	i	-1.6	i	19	-1	i	i	-1
CCN(CC(=O)Nc1ccc(S(N)(=O)=O)cc1)S(=O)(=O)c1cc(C)ccc1OC	i	i	1	i	0.0	i	5	-6	i	i	1
Cc1cc(NCc2ccccc2)nc(-c2ccccc2O)n1	i	i	17	i	1.7	i	-1	-36	i	i	1
N#Cc1ccsc1NC(=O)c1ccc(Cl)c([N+](=O)[O-])c1	i	i	1	i	5.0	-4.9*	-116	-36	i	i	17
CCCS(=O)(=O)N1CCCC(C(=O)N2CCN(c3ccccc3)CC2)C1 (stereo unspecified)	i	i	-1	/	0.1	i	6	-12	i	i	1

The list goes on:
SMILES	TRPC6 activator	TRPC4 agonist	SKKanGAS inh	TRPC4 inh	HIF activator	MrgX1 antagonist	aSyn 5UTR inh	KLF5 inh	TRPC4 potent	TRPC6 inhibitor	IEC-6 cytotox
O=C(NCCOc1ccc(F)cc1)C1CCC(=O)N(CCc2ccccn2)C1 (stereo unspecified)	i	i	2	i	-0.1	i	12	-17	i	i	1
CCOc1ccc(NS(=O)(=O)c2ccc(-c3cnc(C4CC4)o3)cc2)cc1	i	i	17	i	-0.2	i	-3	-9	i	i	18
Cc1nc2ccccn2c1C(=O)N=Nc1c(O)[nH]c2ccccc12	i	i	2	i	5.3	i	-103	-25	i	i	-4
Cc1ccc(NC(=O)c2ccc(Cl)c(N3C(=O)C=CC3=O)c2)cc1	i	i	-1	i	0.8	i	-25	-171	i	i	-10
CCc1ccc(C(=O)NNC(=O)CCC2CCCCC2)cc1	i	i	-2	i	-0.9	i	4	-1	i	i	-6
Cc1cc(OC(=O)c2cc(Br)ccc2Cl)c([N+](=O)[O-])c(=O)[nH]1	i	i	-2	i	0.1	i	-9	-24	i	i	-3
COc1ccc(C(=O)Nc2ccncc2)cc1[N+](=O)[O-]	i	i	-4	i	-0.4	i	14	-62	i	i	-5
Cc1nn(CC(=O)NCc2ccccc2F)c(C)c1[N+](=O)[O-]	i	i	6	i	-0.1	i	12	-20	i	i	-6
CCOc1ccccc1C(=O)NCC(=O)NCCc1ccc(S(N)(=O)=O)cc1	i	i	0	i	0.1	i	7	-6	i	i	3
CCOc1ccc(NC(=S)NC(=O)c2c(Br)cnn2C)c([N+](=O)[O-])c1	i	i	-9	i	1.8	i	-115	-3	i	i	3

More structures follow.
SMILES	TRPC6 activator	TRPC4 agonist	SKKanGAS inh	TRPC4 inh	HIF activator	MrgX1 antagonist	aSyn 5UTR inh	KLF5 inh	TRPC4 potent	TRPC6 inhibitor	IEC-6 cytotox
Cc1ccc(-n2c(=O)c3sccc3n(CC(=O)NC3CCCCC3)c2=O)cc1	i	i	0	i	-0.3	i	13	7	i	i	-2
CCCC/C(C)=N/NC(=O)CN(c1ccc(Br)cc1)S(=O)(=O)c1ccccc1	i	i	11	i	-0.3	i	-7	10	i	i	3
Cc1ccc(S(=O)(=O)CCN2CCC(O)(c3ccccc3)CC2)cc1	i	i	-3	i	0.4	i	5	-59	i	i	-3
CCc1ccc(C2=NN(c3ccc(S(N)(=O)=O)cc3)C(c3ccc(F)cc3)C2)cc1 (stereo unspecified)	i	i	102*	i	-0.1	i	5	-11	i	i	-5
CCOc1ccc(S(=O)(=O)NNC(=O)c2cc3ccccc3o2)cc1	i	i	-10	i	-0.1	i	5	-16	i	i	0
Cn1c(Cn2nnc(-c3ccccc3)n2)nnc1SCc1ccccc1Cl	i	i	-5	i	-0.7	i	17	-9	i	i	-4
Cc1cc(=O)n(CC(=O)O)c2ccccc12	i	i	-2	i	0.8	i	-5	-33	i	i	0
COc1ccccc1N1CCN(C2CCC(C)CC2)CC1 (stereo unspecified)	i	i	2	i	0.2	i	3	5	i	i	-1
CCN(Cc1ccccc1)S(=O)(=O)c1cc(C(=O)NC2CCCCCC2)ccc1OC	i	i	0	i	-1.0	i	13	2	i	i	2
C[C@H]1CC[C@H]2C(=O)N3[C@H](c4cccc(N5CCCC5=O)c4)[C@@H](C)CC[C@H]3C(=O)N2[C@@H]1c1cccc(N2CCCC2=O)c1	i	i	0	i	-0.8	i	16	3	i	i	0

(list continues)
SMILES	TRPC6 activator	TRPC4 agonist	SKKanGAS inh	TRPC4 inh	HIF activator	MrgX1 antagonist	aSyn 5UTR inh	KLF5 inh	TRPC4 potent	TRPC6 inhibitor	IEC-6 cytotox
Cc1ccc2nc(NC(=O)COC(=O)c3ccco3)sc2c1	i	i	8	i	0.9	i	-97	-46	i	i	-6
O=C(NCc1cccs1)C1CCCN1C(=O)Nc1ccc(Cl)cc1 (stereo unspecified)	i	i	0	/	-0.6	i	-24	8	i	i	-2
CCn1cc(CCC(=O)NCc2cccc(OC)c2OC)c2ccccc21	i	i	-2	i	2.3	i	3	-30	i	i	7
CCOc1ccc(C(=O)CCC(=O)NC2=NCCS2)cc1	i	i	-5	i	-0.3	i	14	/	i	i	/
Cc1ccc(-c2cc(-c3ccccc3O)nc(N/N=C/c3cccnc3)n2)cc1	i	i	21	i	1.3	i	-100	5	i	i	0
N#Cc1c(N2CCCCC2)nc(N)c2c(N)nc(SCC(=O)O)cc12	i	i	6	i	-0.7	i	9	-7	i	i	-21
CCCCCOC(=O)C1[C@H]2C(=O)N(c3ccccc3CC)C[C@]23C=C[C@H]1O3 (stereo partly specified)	i	i	-1	i	-0.3	i	6	-18	i	i	6
COc1ccccc1C(=O)N/C(=C/c1ccc(Br)cc1)C(=O)NCCO	i	i	-5	i	0.4	i	-21	9	i	i	3
COc1ccc(NC(=O)c2ccc(NC(=O)COC(=O)c3cnc(C)cn3)cc2)cc1	i	i	0	i	-13	i	-28	/	i	i	/
COC(=O)C(NC(=O)c1c(C)nn(C)c1Cl)c1ccccc1 (stereo unspecified)	i	i	1	i	609*	i	9	-18	i	i	-2

The results go on:
SMILES	TRPC6 activator	TRPC4 agonist	SKKanGAS inh	TRPC4 inh	HIF activator	MrgX1 antagonist	aSyn 5UTR inh	KLF5 inh	TRPC4 potent	TRPC6 inhibitor	IEC-6 cytotox
CC(=O)c1ccc(NC(=S)NC(=O)CC(C)C)cc1	i	i	-2	i	0.6	i	-99	-59	i	i	-6
CCOC(=O)N/N=C/c1ccc(OCCSc2ccc(Cl)cc2)c(OCC)c1	i	i	-8	i	0.8	i	-21	-23	i	i	-3
COc1cc(/C=N/Nc2nc3ccccc3[nH]2)cc(OC)c1O	i	i	8	i	2.2	i	-100	4	i	i	7
O=C(COc1ccc(S(=O)(=O)N2CCOCC2)cc1)Nc1ccccc1Cl	i	i	-14	i	1.7	i	-6	-9	i	i	-7
Cc1nc2ccsc2c(=O)n1-c1cccc(Cl)c1	i	i	-2	i	-0.7	i	34	/	i	i	/
CCOc1ccc2nc(NCCCO)[nH]c2c1	i	i	-3	i	0.6	i	20	-16	i	i	5
O=C(CNC(c1ccccc1)c1ccccc1)Nc1ccccc1F	i	i	24	i	-0.3	i	-10	-34	i	i	-8
Cc1ccc(C2NCCS2)cc1 (stereo unspecified)	i	i	/	i	/	i	/	-6	i	i	2
COc1ccc(Cl)cc1C(=O)Nc1ccc(S(N)(=O)=O)cc1	i	i	-8	i	-0.1	i	-27	-20	i	i	2
Fc1cccc2sc(Nc3nc4ccccc4s3)nc12	i	i	16	i	3.5	i	-309	2	i	i	1
